Compound activity: PubChem BioAssay, National Center for Advancing Translational Sciences (NCATS)
ALOX15 inhib: blocks human 15-lipoxygenase activity | P16050 | purified 15hLO-1, xylenol orange hydroperoxide absorbance | Potency, µM (series often up to 57.1 µM), for inactives: top-dose activity change, negative = inhibition, usual class: inhibitors | 74,000 compounds, 1.4% hits; further: potency means the concentration at half of the fitted maximal effect; on the % scale 0 is the no-effect control and ±100 the full control effect; nearly all actives have a fitted effect of over 55% in size
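40 nM 15hLO-1 + cpd, 15 min RT; start w/ 50 uM AA (final), 6 min RT; stop/detect w/ 200 uM XO + 300 uM Fe(II) in 50 mM H2SO4, 30 min; A573/A405. Buffer 25 mM Hepes pH 7.5, 0.01% Triton X-100. No-enzyme wells as negative control.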
HBB splicing: modulators of hemoglobin beta chain splicing. HBB splicing reporter cell assay, activation; EGFP reporter with mutant IVS2-654 intron; response scale: normalised to 500 nM splice-correcting PNA. Potency, µM (highest dose often 46.1 µM), for the others: top-dose activation, hits mostly activators. 65,000 compounds, 0.06% hits. AID 925; further: potency means the concentration at half of the fitted maximal effect; 0% is about no effect
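Compounds were applied for 2 days to HeLa EGFP-654 cells, 500/well in Optimem with 2% FCS. The reporter's EGFP is disrupted by mis-splicing of beta-globin intron IVS2-654. Readout: summed well GFP fluorescence from 488 nm laser scanning; reference was 500 nM antisense […] 654 PNA.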
Pol III holo inh: inhibitors of bacterial DNA polymerase III holoenzyme | 71,000 compounds, 0.25% hits | Potency, µM (titrated, usually from 57.1 µM), inactives show top-dose activity change, negative = inhibition | AID 603 | reconstituted DNA polymerase III holoenzyme replication, biochemical; further: potency means the concentration at half of the fitted maximal effect; on the % scale 0 is the no-effect control and ±100 the full control effect
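Reconstituted *E. coli* holoenzyme (0.35 nM Pol III, 1 nM beta, 154 nM SSB, 2 nM primase) was preincubated with compound for 15 min at RT. Synthesis on 1.4 nM ssM13Gori ran 35 min, then was stopped with PicoGreen/EDTA and read as dsDNA fluorescence.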
HADH2 inhib: inhibitors of human HADH2 dehydrogenase | Q99714 | recombinant HADH2, NADH fluorescence, beta-hydroxybutyryl-CoA | Potency, µM (highest dose often 57.1 µM), without a hit: top-dose activity change, negative = inhibition, hits mostly inhibitors | 73,000 compounds, 3.4% hits; further: potency means the concentration at half of the fitted maximal effect; on the % scale 0 is the no-effect control and ±100 the full control effect; nearly all actives have a fitted effect of over 60% in size; many of its hits are not listed in these tables
Target sequence (Q99714 whole entry, looked up, one chain of several): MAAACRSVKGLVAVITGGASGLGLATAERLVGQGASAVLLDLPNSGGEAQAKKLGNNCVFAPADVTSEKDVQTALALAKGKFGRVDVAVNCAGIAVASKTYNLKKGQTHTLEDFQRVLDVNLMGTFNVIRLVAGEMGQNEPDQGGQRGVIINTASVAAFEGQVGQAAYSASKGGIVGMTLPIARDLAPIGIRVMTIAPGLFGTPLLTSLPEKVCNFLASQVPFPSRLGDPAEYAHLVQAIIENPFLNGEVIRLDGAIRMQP
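NADH fluorescence (ex 360/em 450 nm) read every 30 s for 4 min; activity taken as last-minus-first time point difference. Enzyme 20 nM, NAD+ 1 mM, beta-hydroxybutyryl-CoA 90 uM, pH 9.0 Tris buffer.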
Texas Red fluor: Texas Red region autofluorescence. Compound fluorescence, Texas Red channel, 547/618 nm; stronger effect = higher value. max dye-equivalent concentration, M. 59,000 compounds, 0.06% hits. AID 587; in the data active means max dye-equivalent concentration above about 10 nM; inconclusive means between about 1.1 nM and that limit
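Spectral interference profiling: each compound concentration's relative fluorescence, read with a 547 nm excitation and 618 nm emission filter pair, was normalized to a per-plate Texas Red standard curve.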
Tau fil binding: binders of human tau filaments; P10636; recombinant tau filaments, thioflavin S fluorescence, 15 h; filaments grown with octadecylsulfate alongside compound; Potency, µM (series often up to 57.1 µM), for inactives: top-dose activity change, negative = inhibition; 71,000 compounds, 2% hits;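 further: potency means the concentration at half of the fitted maximal effect; on the % scale 0 is the no-effect control and ±100 the full control effect; actives lower thioflavin S fluorescence by blocking filaments or displacing dye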
Target sequence (P10636 whole entry, looked up): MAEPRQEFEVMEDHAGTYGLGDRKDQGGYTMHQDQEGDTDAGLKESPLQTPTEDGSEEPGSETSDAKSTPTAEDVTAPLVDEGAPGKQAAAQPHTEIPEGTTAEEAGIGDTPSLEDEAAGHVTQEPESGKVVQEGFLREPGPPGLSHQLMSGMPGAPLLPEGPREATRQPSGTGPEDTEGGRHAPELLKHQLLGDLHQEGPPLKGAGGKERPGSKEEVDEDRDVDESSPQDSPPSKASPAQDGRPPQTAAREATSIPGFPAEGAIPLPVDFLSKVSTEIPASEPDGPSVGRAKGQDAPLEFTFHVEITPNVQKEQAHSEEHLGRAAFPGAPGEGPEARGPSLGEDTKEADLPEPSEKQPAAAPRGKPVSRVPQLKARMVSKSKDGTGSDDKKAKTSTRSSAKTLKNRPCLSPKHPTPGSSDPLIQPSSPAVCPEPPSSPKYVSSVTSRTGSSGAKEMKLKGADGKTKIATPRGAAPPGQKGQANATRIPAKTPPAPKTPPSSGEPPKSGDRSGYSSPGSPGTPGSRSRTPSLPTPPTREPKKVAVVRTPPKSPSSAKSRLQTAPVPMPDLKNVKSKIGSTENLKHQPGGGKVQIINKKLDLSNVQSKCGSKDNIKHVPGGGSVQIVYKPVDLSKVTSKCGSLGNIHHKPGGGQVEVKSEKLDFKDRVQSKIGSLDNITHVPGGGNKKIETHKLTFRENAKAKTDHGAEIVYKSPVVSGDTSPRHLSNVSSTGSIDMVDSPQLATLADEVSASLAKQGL
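Tau 2 uM in ThS buffer dispensed; compound added; 60 uM ODS added (finals 1 uM tau, 30 uM ODS); 15 h 37 C; fluor ex450/em510.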
Hsp90 Hop PPI: changes Hsp90-Hop TPR2A binding signal, up or down | AlphaScreen TPR2A-His6 binding biotin-Hsp90 C-terminal peptide | Potency, µM (top dose mostly 57 µM), for inactives: at the highest dose activity change, negative = inhibition | 71,000 compounds, 0.44% hits | AID 595; active means well fitted curve in either direction with a large enough effect; inconclusive means small, poorly fitted or top-dose-only effect, or another doubt; further: potency means the concentration at half of the fitted maximal effect; on the % scale 0 is the no-effect control and ±100 the full control effect; many of its hits are not listed in these tables
Rhodamine autofl: compound autofluorescence in rhodamine spectral region | max dye-equivalent concentration, M | 59,000 compounds, 0.05% hits | AID 594 | Rhodamine-region fluorescence, 547/598 nm, Tris buffer; stronger effect = higher value; in the data active means max dye-equivalent concentration above about 11 nM; inconclusive means between about 1.1 nM and that limit
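Intensities are converted to rhodamine-equivalent concentration using a six-point rhodamine standard on each plate. Compounds sit 15 min at room temperature in 100 mM Tris buffer, pH 8.0; read uses the 547/598 nm excitation/emission pair.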
ERK AVP inh: vasopressin-driven ERK pathway inhibition; HEK293-V1b, vasopressin-stimulated pERK AlphaScreen; Potency, µM (highest dose often 57.5 µM), for the others: top-dose activity, negative = inhibition, hits mostly inhibitors; 72,000 compounds, 0.99% hits; further: potency means the concentration at half of the fitted maximal effect; on the % scale 0 is the no-effect control and ±100 the full control effect; nearly all actives have a fitted effect of over 55% in size
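HEK293 cells stably expressing V1b receptor, preincubated 30 min at 37 °C with compound, then stimulated 5 min with 25 nM vasopressin. Phospho-ERK by AlphaScreen SureFire after 5 h RT; normalized to DMSO and vasopressin; AC50 by Hill fit.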
CRE-bla Fsk: alters forskolin-stimulated CRE reporter signaling in CHO cells | CHO CRE-bla reporter (cAMP response element driving beta-lactamase), forskolin EC10, beta-lactamase ratio | Potency, µM (highest dose often 38.2 µM), without a hit: at the top dose activity change, negative = inhibition, most hits filed as activators | 71,000 compounds, 2.5% hits | AID 662; active means well fitted activation curve with a large enough effect in the signal ratio, with a control signal flat, not every such curve was filed as active; inconclusive means small, poorly fitted or top-dose-only effect, or effect the other way, or a change in a side signal; the % refers to the signal ratio; further: potency means the concentration at half of the fitted maximal effect; % of control where 0% means no effect
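CRE-bla CHO cells stimulated with EC10 NKH 477 (water-soluble forskolin) and compound titrations, 3 h at 37C; beta-lactamase read with CCF4 after 2 h at room temperature. Activity from 460/530 nm emission ratio, AC50 values for positive or negative modulation.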
Luciferase inh: blocks Photinus pyralis firefly luciferase activity; P08659; purified firefly luciferase, luminescence, 8 min; Potency, µM (titrated, usually from 57.1 µM), without a hit: at the top dose activity change, negative = inhibition, actives largely listed as inhibitors; 72,000 compounds, 2.2% hits; AID 411; further: potency means the concentration at half of the fitted maximal effect; on the % scale 0 is the no-effect control and ±100 the full control effect; nearly all actives have a fitted effect of over 40% in size
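Titration-based qHTS; buffer 50 mM imidazole pH 7.2, 50 mM KCl, 7 mM MgCl2, 10 uM ATP, 0.01% Tween 20, 0.05% BSA; luciferase/luciferin detector mix added after compound; 8 min, ambient; luminescence.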
* marks the source's active call; other numbers are inactive results; i = inactive; ? = inconclusive; nt = not tested or not shown; [ ] = another dose, or the depositor's remark. Unless noted, the call rests on the fitted dose curve; in most records, active means well fitted curve in the direction sought with a large enough effect; inconclusive means small, poorly fitted or top-dose-only effect, or another doubt; inactive means no such curve, though single readings can be large; an effect the other way counts as inactive or inconclusive. Not all compounds are listed, so the mix of outcomes need not match the whole.

Values run as follows: ALOX15 inhib	HBB splicing	Pol III holo inh	HADH2 inhib	Texas Red fluor	Tau fil binding	Hsp90 Hop PPI	Rhodamine autofl	ERK AVP inh	CRE-bla Fsk	Luciferase inh
CCNC(=O)c1ccc2c(c1)S(=O)(=O)c1ccccc1C2=O
→ -4%	-0.8%[57.5 µM]	2%	11%	?	-6%	-3%	i	-12%	7.9µM*	-1%
CO/N=C(/C(=O)N[C@@H]1C(=O)N2C(C(=O)O)=C(COC(N)=O)CS[C@H]12)c1ccco1
→ 1%	-0.1%	-2%	?	nt	4%	-3%	nt	9%	4%	nt
O=C(COc1ccc2ccccc2c1Br)Nc1ncn[nH]1
→ 37%[activator]	-4.0%	1%	-3%	i	0%	-6%	i	-9%	4%	-5%
O=C(Nc1ccc(Cl)cn1)c1ccc(COCC(F)(F)C(F)F)o1
→ -7%	0.8%	1%	6%	i	1%	3%	i	2%	-1%	0%
O=S(=O)(Nc1cccc(-c2nc3cccnc3s2)c1)c1ccc2c(c1)OCCO2
→ -24%	-1.1%	-8%	0%	nt	248%	-1%	nt	nt	3.2µM*	4%
COc1cc2nc(C)sc2cc1SC
→ ?	2.2%	-6%	-13%	i	-8%	-2%	i	-29%	?	2%
C=CCN1C(=O)C2(C(C#N)=C(N)Oc3n[nH]c(CCC)c32)c2ccccc21 (stereo not given)
→ 6%	-0.5%[57.5 µM]	-1%	3%	?	12%	-2%	i	?	4%	2%
CCN(Cc1ccccc1)C(=O)Cn1c(=O)n(CC(=O)NCc2ccco2)c(=O)c2sccc21
→ 4%	-1.5%	-4%	7%	i	-8%	0%	i	1%	?	1%
CCOC(=O)C(C(=O)N1CCOCC1)C1CCCCC1 (stereo not given)
→ -19%	-2.8%	0%	21%	i	-14%	-7%	i	1%	20%	-1%
COc1cccc(Cn2c(=O)c(-c3ccc(F)cc3)nc3cncnc32)c1
→ ?	-1.7%	0%	-4%	i	?	-3%	i	?	?	0%[11.4 µM]
CCOc1cc(C2C(C#N)=C(N)Oc3n[nH]c(C)c32)ccc1OCCN1CCOCC1 (stereo not given)
→ 5%	nt	-1%	-14%	i	-12%	-2%	i	16%	-2%	1%
N#Cc1nc(Cc2ccccc2)oc1NCc1ccccc1Cl
→ -24%	-1.3%	6%	-2%	i	?	-24%	i	-26%	?	2%
CCn1c(SCC(=O)NC)nnc1C(C)C
→ 11%	-5.9%	-9%	4%	i	2%	-2%	i	3%	1%	2%
COc1cc(C2Nc3cccc4cccc(c34)N2)ccc1OC(C)=O
→ -1%	0.2%[57.5 µM]	-10%	-11%	i	-16%	-3%	i	-15%	-8%	-1%
O=C(OCCN1C(=O)c2ccccc2C1=O)C1CCN(S(=O)(=O)c2cccs2)CC1
→ -2%	-1.3%	-2%	12%	i	-11%	2%	i	-6%	?	3%
CC(C)c1ccccc1OCCNS(C)(=O)=O
→ -2%	-0.1%[9.22 µM]	0%	-3%	nt	2%	2%	nt	-10%	2%	1%
Cc1ccc(S(=O)(=O)NC(=O)c2cc(C)n(CCCn3ccnc3)c2C)cc1
→ 9%	0.9%	5%	-1%	i	-1%	4µM*	i	3%	6%	3%
COc1ccc(NC(=O)NCCCN2CCN(c3cc(C)ccc3C)CC2)cc1
→ -21%	-1.4%	2%	9%	nt	?	-6%[2.3 µM]	nt	?	-12%	4%
Cc1cc(C(=O)COc2ccc3ccc(=O)oc3c2)c(C)n1Cc1cccs1
→ -29%	-0.2%	0%	25%	?	26%	-8%	i	1%	7%	-18%
CN(C)C(=O)c1ccc(-c2nccc(NCc3ccccc3)n2)cc1
→ 5%	-1.2%	-3%	3%	i	3%	-4%	i	?	7%	0%[2.29 µM]
O=C(CN(C(=O)CSc1nnc(COc2ccccc2)o1)c1ccc(F)cc1)NC1CCCCC1
→ -10%	nt	0%	-4%	?	-2%	-4%	i	-18%	6%	4%
O=P(O)(CCc1ccccn1)CN1CCCCC1
→ 4%	-3.6%	-2%	0%	nt	-4%	-2%	nt	9%	1%	-2%
O=C(NCc1ccc(Cl)cc1)C1C2C=CC3(CN(Cc4cccnc4)C(=O)C13)O2 (stereo not given)
→ 5%	1.8%	-4%	14%	i	19%	-2%	i	1%	?	2%
Cc1nn(-c2cc(C)c3ccccc3n2)c2c1CCC2
→ 20%	-0.1%[57.5 µM]	-1%	5%	?	-10%	-3%	i	-7%	-8%	-5%
CCOC(=O)Nc1ccc2c(c1)N(C(=O)CCN(C)C)c1ccccc1S2
→ -2%	2.6%[1.84 µM]	-4%	0%	i	?	-7%	i	-4%	?	2%
O=C(CCN1CCN(c2ccccn2)CC1)Nc1ccc(F)cc1
→ 12%	-0.7%	0%	9%	i	-6%	-4%	i	-11%	?	2%
COc1ccc(OC)c(-n2c(CN3CCC(C(N)=O)CC3)nc3ccccc3c2=O)c1
→ 0%	-2.1%	-4%	106%[activator]	i	48%	-4%	i	-19%	-9%	3%
Cc1nn2c(N3CCOCC3)c3c(nc2c1-c1ccccc1)CCCC3
→ -10%	-2.0%[57.5 µM]	-3%	-2%	i	-7%	?	i	95%[activator]	12%	-1%
c1cncc(-c2nnc(SCc3cccc4ccccc34)o2)c1
→ -3%	-1.4%	9%	-12%	nt	51%	0%	nt	-15%	?	-3%
FC(F)C(F)(F)C(F)(F)C(F)(F)c1cc(-c2ccccc2)n[nH]1
→ ?	-0.5%[9.22 µM]	-7%	-13%	nt	10µM*	3%	nt	2.5µM*	?	-15%

Sorted by molar mass (high to low): part of the list above
Values run as follows: ALOX15 inhib	HBB splicing	Pol III holo inh	HADH2 inhib	Texas Red fluor	Tau fil binding	Hsp90 Hop PPI	Rhodamine autofl	ERK AVP inh	CRE-bla Fsk	Luciferase inh
COc1ccc(OC)c(-n2c(CN3CCC(C(N)=O)CC3)nc3ccccc3c2=O)c1
→ 0%	-2.1%	-4%	106%[activator]	i	48%	-4%	i	-19%	-9%	3%
Cc1ccc(S(=O)(=O)NC(=O)c2cc(C)n(CCCn3ccnc3)c2C)cc1
→ 9%	0.9%	5%	-1%	i	-1%	4µM*	i	3%	6%	3%
O=P(O)(CCc1ccccn1)CN1CCCCC1
→ 4%	-3.6%	-2%	0%	nt	-4%	-2%	nt	9%	1%	-2%

(further entries)
Values run as follows: ALOX15 inhib	HBB splicing	Pol III holo inh	HADH2 inhib	Texas Red fluor	Tau fil binding	Hsp90 Hop PPI	Rhodamine autofl	ERK AVP inh	CRE-bla Fsk	Luciferase inh
CCOC(=O)c1c(NC(=O)CSc2nnc(-c3ccccc3)n2CC)sc(C(C)=O)c1C
→ -15%	0.6%[57.5 µM]	0%	-13%	i	21%	-8%	i	-7%	9%	0%
Cc1cccc(-n2c(SCC(=O)Nc3nnc(C)s3)nnc2-c2ccoc2C)c1
→ -16%	0.1%[57.5 µM]	1%	2%	i	16µM*	?	i	15%	-2%	1%
COCCOC(=O)c1c(C)oc2ccc(OC(=O)c3ccc4c(c3)OCO4)cc12
→ -17%	-1.1%	-10%	-3%	i	3%	?	i	16%	?	1%
CCN1CCCC1CNC(=O)c1ccc(CS(=O)(=O)c2ccccc2C)o1 (stereo not given)
→ -2%	-0.2%	0%	1%	i	-7%	-1%	i	6%	-7%	1%
O=c1c(-c2ccc(Br)cc2)coc2c(CN3CCOCC3)c(O)ccc12
→ -5%	1.5%[0.369 µM]	4%	-12%	i	9%	-3%	i	-7%	13%	-2%
COc1ccc(CN(CC(=O)NCC2CCCO2)C(=O)CCC(=O)Nc2cc(C)ccn2)cc1 (stereo not given)
→ 13%	-0.3%[57.5 µM]	?	-4%	i	11%	-4%	i	11%	-8%	0%
CCCC(=O)Nc1ccccc1NC(=O)CN(C)S(=O)(=O)c1ccccc1
→ 0%	-0.2%	0%	3%	i	-1%	-3%	i	-13%	-5%	0%
Clc1ccc(Cn2cc(Br)cn2)cc1Cl
→ -6%	-0.2%	1%	3%	i	-6%	15%	i	37%[activator]	?	2%
